# Compound activity deposited in PubChem BioAssay by National Center for Advancing Translational Sciences (NCATS).
# Epigenetic reg – Quantitative High-Throughput Screen for Regulators of Epigenetic Control; murine LDR cells, GFP reporter derepression, 30 h; Potency, µM (series often up to 53.9 µM), without a hit: at the top dose GFP activation, actives largely listed as activators; 0.2% of 280,000 active; AID 1865, 2009; note: % of control where 0% means no effect; nearly all actives have a fitted effect of over 60% in size
#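 In this reporter-derepression format, murine cells bearing a silenced integrated CMV-GFP locus incubate with test compound (30 h, 37 C), then are washed and imaged; fluorescent objects of 20–120 um count as induced cells.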
# Tau fluor counter – Counterscreen qHTS for Inhibitors of Tau Fibril Formation, Fluorescence Polarization. tau K18 P301L (four-repeat tau fragment) Alexa594 fluorescence, heparin fibrillization. Potency, µM (highest dose often 57.7 µM), for inactives: at the top dose activity change, negative = decrease. 0.93% of 280,000 active. AID 1463, 2008; note: % is set by controls: 0 for no effect and ±100 for the full control effect; nearly all actives have a fitted effect of over 55% in size
#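 Human K18 P301L tau (15 uM unlabeled plus 0.24 uM Alexa 594-labeled, final) in 100 mM sodium acetate pH 7 was mixed with compound and 20 uM heparin and incubated 6 hr at 37 C.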
# GAA glycogen mod – qHTS Assay for Inhibitors and Activators of Human alpha-Glucosidase Cleavage of Glycogen; Lysosomal alpha-glucosidase (Homo sapiens), P10253; recombinant GAA, glycogen substrate, Amplex Red glucose oxidase fluorescence; Potency, µM (top dose mostly 76.4 µM), for inactives: at the top dose activity change, negative = inhibition, most hits filed as inhibitors; 0.38% of 300,000 active; AID 2100, 2009;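 note: 0% = full enzyme reaction and -100% = no-enzyme basal signal; the screen sought inhibitors and activators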
#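 Recombinant human enzyme (4 nM); glycogen substrate; 37 C, 40 min, pH 5.0. Readout: coupled glucose oxidase/Amplex Red fluorescence.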
# An asterisk follows results filed as active; u = inconclusive; & = joins results of further samples; [ ] = dose if it differs, or a comment. Calls come from the whole dose curve; as a rule, active = well fitted curve in the direction sought with a large enough effect; inconclusive = small, poorly fitted or top-dose-only effect, or another doubt; inactive = no such curve, though single readings can be large; an effect the other way counts as inactive or inconclusive. Potency is the fitted concentration of half-maximal effect. A portion of the library (hit frequency here may not be typical).
SMILES,Epigenetic reg,Tau fluor counter,GAA glycogen mod
CCC(=O)N1CCc2cc(S(=O)(=O)NCCC(=O)Nc3ccc(CC)cc3)ccc21,1.3%,-14%,13%[76.3 µM]
O=c1c2cccnc2n(Cc2ccccc2F)c(=O)n1Cc1ccc(F)cc1,1.4%,-27%,-13%[76.3 µM]
Cc1cc2oc(C(=O)Nc3ccc(S(=O)(=O)Nc4ncccn4)cc3)cc(=O)c2cc1C,-1.0%,-4%,2%[76.3 µM]
COC(=O)c1ccc(Cl)cc1NC(=O)Nc1nnc(N2CCCC2)s1,-4.7%,-4%,-6%[76.3 µM]
Cc1ccccc1-n1c2nc(=O)[nH]c(=O)c-2cc2c(Cl)cccc21,-1.6%,7%,-12%[76.3 µM]
CCc1ccc(NC(=O)CC2C(=O)OCCN2CC)cc1 (centres undefined),-1.1%,-13%,15%[76.3 µM]
CCOC(=O)N1CCN(c2ncc3c(n2)CC(c2ccc(OC)c(OC)c2)CC3=O)CC1 (centres undefined),-0.2%,-7%,-13%[76.3 µM]
COc1cccc(C(=O)Nc2nnc(S(=O)(=O)N3CCCc4ccccc43)s2)c1,0.0%,-13%,2%[76.3 µM]
C=CCC(CC=C)(CNC(=O)C(=O)Nc1ccc(Br)cc1)c1ccc(OC)c(OC)c1,1.0%,0%,7%[76.3 µM]
Cc1nc2cc(-c3ccccc3)nn2c(C)c1CCC(=O)N1CCN(c2ccc(F)cc2)CC1,0.8%,u,-8%[76.3 µM]
CCc1ccc(NC(=O)N(Cc2c[nH]c3ccccc23)C2CCCCCC2)cc1,-0.4%,-13%,-2%[76.3 µM]
COc1nc(-c2ccc(C)cc2)ccc1-c1noc(-c2ccccc2Br)n1,4.7%,-21%,11%[76.3 µM]
COC(=O)c1ccc(Cl)c(NC(=O)C2CCN(S(=O)(=O)Cc3ccccc3)CC2)c1,-4.9%,-6%,-4%[76.3 µM]
O=C(Cn1c(=O)n(Cc2ccco2)c(=O)c2oc3ccccc3c21)Nc1ccc(F)c(Cl)c1,u,-27%,-5%[76.3 µM]
COc1ccc(NC(=O)Nc2nnc(N(CC(C)C)CC(C)C)s2)c(OC)c1,-6.0%,-1%,-7%[76.3 µM]
COc1ccccc1N(C)C(=O)Cn1c(=O)oc2cc(S(=O)(=O)N3CCCC3)ccc21,-4.8%,-6%,-10%[76.3 µM]
O=c1c2sc3ccccc3c2n(Cc2ccccc2Cl)c(=O)n1Cc1ccccc1,-0.1%,-7%,3%[76.3 µM]
Cc1ccc(OCC(=O)Nc2ccc3nc(SCC(=O)N4CCc5ccccc54)sc3c2)cc1,2.4%,-10%,18%[76.3 µM]
CCC(=O)N1CCc2cc(S(=O)(=O)CCC(=O)N(C)c3ccc(OC)cc3)ccc21,0.2%,1%,8%&14%[76.3 µM]
COc1ccc(-c2cc(C(F)(F)F)n3nc(C(=O)Nc4cccc(Cl)c4Cl)cc3n2)cc1OC,7.9%,-4%,-3%[76.3 µM]
Cn1c2c(c(=O)n(C)c1=O)C(c1ccccc1C(F)(F)F)CC(=O)N2 (centres undefined),2.0%,-5%,-3%[76.3 µM]
CC1CCc2c(sc(NC(=O)CCCOc3ccc(C(C)(C)C)cc3)c2C(N)=O)C1 (centres undefined),-1.6%,-11%,-7%[76.3 µM]
CCCCn1nc(NC(=O)c2cccc(Cl)c2)c2cc3ccccc3nc21,-1.9%,-27%,-3%[76.3 µM]
Cc1ccccc1NC(=O)CSc1nc(-c2ccc(F)cc2)c2cccc(C)c2n1,2.5%,2%,18%[76.3 µM]
Cn1cc(S(=O)(=O)N2CCc3ccccc32)cc1C(=O)Nc1ccc(C(F)(F)F)cc1,0.0%,u,-10%[76.3 µM]

# Compound profiles (already shown). Order of screens: Epigenetic reg	Tau fluor counter	GAA glycogen mod
# Cn1cc(S(=O)(=O)N2CCc3ccccc32)cc1C(=O)Nc1ccc(C(F)(F)F)cc1 across the screens: 0.0%	u	-10%[76.3 µM]
# COC(=O)c1ccc(Cl)cc1NC(=O)Nc1nnc(N2CCCC2)s1 across the screens: -4.7%	-4%	-6%[76.3 µM]
# Cn1c2c(c(=O)n(C)c1=O)C(c1ccccc1C(F)(F)F)CC(=O)N2 (centres undefined) across the screens: 2.0%	-5%	-3%[76.3 µM]
# CCC(=O)N1CCc2cc(S(=O)(=O)CCC(=O)N(C)c3ccc(OC)cc3)ccc21 across the screens: 0.2%	1%	8%&14%[76.3 µM]
# CCC(=O)N1CCc2cc(S(=O)(=O)NCCC(=O)Nc3ccc(CC)cc3)ccc21 across the screens: 1.3%	-14%	13%[76.3 µM]

# (list continues)
SMILES,Epigenetic reg,Tau fluor counter,GAA glycogen mod
Cc1ccccc1Nc1c(-c2ccco2)nc2c(C)cccn12,2.0%,-29%,u
Cc1c(C(=O)NCc2ccccc2)oc2ccc(S(=O)(=O)N3CCC(C)CC3)cc12,-1.5%,-18%,-10%[76.3 µM]
CC(=O)Nc1ccc(C2Nc3c(C)cc(C)cc3-c3cc(C)nn32)cc1 (centres undefined),1.0%,u,-29%[76.3 µM]
CCOc1ccc2nc(N3CCCC(C(=O)NCCCOC)C3)sc2c1 (centres undefined),0.0%,-6%,-9%[76.3 µM]
CCc1ccc(NC(=O)c2ccc(CNS(=O)(=O)c3ccc4c(c3)C(C)(C)C(=O)N4C)cc2)cc1,7.8%,-24%,13%[76.3 µM]
O=C(c1ccccc1Cl)N1CCCC(c2nc3c(nnn3Cc3ccc(F)cc3F)c(=O)[nH]2)C1 (centres undefined),0.0%,-15%,12%[76.3 µM]
CCCCN(CC)c1ncnc2c1sc1nc(N3CCOCC3)c3c(c12)CCCC3,5.8%,-15%,13%[76.3 µM]
Cc1cccc(Cn2c(COc3ccc(Cl)cc3)nc3ccccc32)c1,3.3%,-1%,-6%[76.3 µM]
COc1cccc(N(CC(=O)N2CCC(C)CC2)S(=O)(=O)c2ccc(C)cc2)c1,0.0%,-9%,11%[76.3 µM]
O=C(Cc1ccccc1)Nc1sc2c(c1C(=O)Nc1cccc(Cl)c1)CCCCC2,1.6%,-26%,2%[76.3 µM]
CCc1nonc1NC(=O)c1oc2ccc(Br)cc2c1C,-0.9%,5%,-2%&9%[76.3 µM]
O=C(CCSCc1cnn(-c2ccccc2)c1-n1cccc1)NCc1ccc(Cl)cc1,5.4%,5%,8%[76.3 µM]
CCc1nnc(SCC(=O)Nc2ccc(Cl)cc2F)c2cc3occc3n12,4.8%,-15%,-17%[76.3 µM]
CCOCc1cc(CN2CCN(c3ccccc3OC)CC2)c(O)c2ncccc12,u,-25%,-9%[76.3 µM]
COc1ccc(NC(=O)Cn2c(=O)n(CCC(=O)NCCc3ccc(OC)c(OC)c3)c(=O)c3ccccc32)cc1Cl,-1.8%,-12%,-8%[76.3 µM]
CNC(=O)c1c(NC(=O)c2nc(SCc3ccc(C)cc3)ncc2Cl)sc2c1CCCC2,22µM*,-1%,12%[76.3 µM]
Cc1ccc(CCNC(=O)CCc2cn(Cc3ccccc3C)c3ccccc23)cc1,7.1%,-9%,-3%[76.3 µM]
COc1ccc(-c2noc(CCC(=O)N(C)c3cc(Cl)ccc3OC)n2)cc1,-0.6%,-24%,-14%[76.3 µM]
Cc1ccc(NC(=O)CSc2nnc(-c3ccc([N+](=O)[O-])cc3)o2)c(C)c1,-3.2%,-9%,12%[76.3 µM]
O=C(Cn1ncc2c3ccccc3n(Cc3cccc(Cl)c3)c2c1=O)NCCCN1CCCCC1,15%,-13%,-14%[76.3 µM]
COc1ccc(-c2nsc(NC(=O)c3oc4cc(C)c(C)cc4c3C)n2)cc1,-3.6%,-6%,2%[76.3 µM]
COC(=O)c1ccc(C2c3c(oc4ccc(C)cc4c3=O)C(=O)N2Cc2ccc3c(c2)OCO3)cc1 (centres undefined),-1.0%,10%,8%[76.3 µM]
CC(C)NC(=O)CN1C(=O)COc2ccc(S(=O)(=O)N3CCCCCC3)cc21,-1.1%,-8%,19%[76.3 µM]
COc1ccc(C)cc1NC(=O)C1CCN(S(=O)(=O)c2c(C)noc2/C=C/c2ccco2)CC1,u,-6%,20%[76.3 µM]
Cc1ccc(NS(=O)(=O)c2ccc3c(c2)n(C)c(=O)n3C)c(C)c1,-1.0%,-6%,6%
# (list continues)
SMILES,Epigenetic reg,Tau fluor counter,GAA glycogen mod
CCN(CC)C(=O)Cn1c(=O)n(CCc2ccccc2)c(=O)c2ccccc21,-0.9%,-5%,-4%[76.3 µM]
COc1ccc(OCC(=O)Nc2cccc(-c3nc4ccccc4s3)c2C)cc1,1.6%,-11%,-2%[76.3 µM]
COC(=O)c1ccc(NC(=O)c2nn(C)c3c2COc2ccccc2-3)cc1,-0.9%,-24%,-6%[76.3 µM]
Cc1cccc(N2CC(c3nc4ccccc4n3CCC3CCCCC3)CC2=O)c1 (centres undefined),-0.3%,-6%,-8%[76.3 µM]
Cc1ccc(CNC(=O)C2CCN(Cc3nc(-c4ccccc4C)oc3C)CC2)cc1,2.2%,-2%,-9%[76.3 µM]
CCCN(Cc1cccs1)C(=O)Nc1cc(C)cc(C)c1,-2.4%,-21%,-13%[76.3 µM]
Cc1nc2nc(SCC(=O)NC3CCCCC3)nn2c(C)c1Cc1ccccc1Cl,-0.6%,-10%,13%[76.3 µM]
Cc1ccc2oc3c(c(=O)c2c1)C(c1ccccc1F)N(CCCN(C)C)C3=O (centres undefined),0.0%,-5%,11%[76.3 µM]
Cc1ccc(CN2CCSc3ccc(C(=O)Nc4ccc(Cl)cc4)cc32)cc1,2.7%,u,14%[76.3 µM]
CCOc1ccc(NC(=O)CCc2nnc3n(C)c(=O)c4sccc4n23)cc1,1.0%,-16%,-5%[76.3 µM]
Cc1cccc(OCC(=O)Nc2ccc3nc(SCc4ccccc4)sc3c2)c1,0.0%,-13%,0%[76.3 µM]
Cc1cc(C)cc(NC(=O)CCCn2c(=O)c3cccn3c3ccccc32)c1,1.4%,u,8%[76.3 µM]
COc1ccc(-c2noc(-c3ccc(NC4CCCC4)c([N+](=O)[O-])c3)n2)cc1OC,-3.9%,-19%,12%[76.3 µM]
CCSc1ncc(Cl)c(C(=O)Nc2ccc(S(=O)(=O)N(C)c3ccccc3)cc2)n1,6.4%,u,6%[76.3 µM]

# Only Epigenetic reg and Tau fluor counter (seven entries from above):
SMILES | Epigenetic reg | Tau fluor counter
COc1ccc(C)cc1NC(=O)C1CCN(S(=O)(=O)c2c(C)noc2/C=C/c2ccco2)CC1 | u | -6%
Cc1ccc(NS(=O)(=O)c2ccc3c(c2)n(C)c(=O)n3C)c(C)c1 | -1.0% | -6%
CCN(CC)C(=O)Cn1c(=O)n(CCc2ccccc2)c(=O)c2ccccc21 | -0.9% | -5%
COc1ccc(OCC(=O)Nc2cccc(-c3nc4ccccc4s3)c2C)cc1 | 1.6% | -11%
COC(=O)c1ccc(NC(=O)c2nn(C)c3c2COc2ccccc2-3)cc1 | -0.9% | -24%
Cc1cccc(N2CC(c3nc4ccccc4n3CCC3CCCCC3)CC2=O)c1 (centres undefined) | -0.3% | -6%
Cc1ccc(CNC(=O)C2CCN(Cc3nc(-c4ccccc4C)oc3C)CC2)cc1 | 2.2% | -2%

# Given with two lines to a compound: 2 of the compounds above.
# Second line of a record: Epigenetic reg | Tau fluor counter | GAA glycogen mod
- CCC(=O)N1CCc2cc(S(=O)(=O)NCCC(=O)Nc3ccc(CC)cc3)ccc21
  1.3% | -14% | 13%[76.3 µM]
- Cc1ccc2oc3c(c(=O)c2c1)C(c1ccccc1F)N(CCCN(C)C)C3=O (centres undefined)
  0.0% | -5% | 11%[76.3 µM]
